Screening results deposited in PubChem by Broad Institute.
ERp5 block = inhibitors of ERp5-driven insulin aggregation, primary screen, biochemical, turbidity, absorbance 650 nm, single point; 90 min; inhibition, % at 9.99 µM; hit rate 0.05% among 350,000; AID 651711, 2012;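 active means mean replicate inhibition above about 25%, with every replicate also reaching it, limit read from the data, passing the limit was not always enough; inconclusive means only one of those two criteria met; inactive means neither criterion met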
Target sequence (Q15084 whole entry, looked up): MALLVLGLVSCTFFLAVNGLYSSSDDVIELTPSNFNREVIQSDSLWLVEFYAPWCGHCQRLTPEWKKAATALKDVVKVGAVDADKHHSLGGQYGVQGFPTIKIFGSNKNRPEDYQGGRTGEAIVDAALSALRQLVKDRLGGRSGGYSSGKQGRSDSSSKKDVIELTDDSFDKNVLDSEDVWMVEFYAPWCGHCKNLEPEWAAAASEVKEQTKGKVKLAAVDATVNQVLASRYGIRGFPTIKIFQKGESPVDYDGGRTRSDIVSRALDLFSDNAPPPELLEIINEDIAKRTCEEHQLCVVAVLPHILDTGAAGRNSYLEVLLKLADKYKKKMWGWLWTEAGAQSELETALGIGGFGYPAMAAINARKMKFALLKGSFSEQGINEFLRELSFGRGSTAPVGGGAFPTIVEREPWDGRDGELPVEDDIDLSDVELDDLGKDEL
Cneo AK release = Cryptococcus neoformans cell lysis inducers, primary screen, AK release luminescence, single concentration. C. neoformans lysis, adenylate kinase release luminescence, 4 h; normalised: neutral wells 0, clomiphene wells 100. hit rate 0.2% among 360,000. lysis activity, % at 15 µM. AID 651654, 2012;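 active means mean lysis activity across replicates of at least 80%, whatever share of replicates individually reach that level; inactive means mean lysis activity below 80%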
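Material – log-phase Cryptococcus neoformans yeast cells · Input – 5 × 10^6 yeast cells/mL · Medium – fresh YPD growth medium · Doses – single compound concentration per well · Timing – static 4 h at 37 °C with compound, 1 h detection · Detection – adenylate kinase release luminescence · Read-out – signal increase indicating cell lysis · Control set – Clomiphene as positive lysis control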
ARNT TACC3 PPI = disruptors of ARNT/TACC3 protein interaction, primary screen, biochemical, AlphaScreen, single concentration | Transforming acidic coiled-coil-containing protein 3 (Homo sapiens), Q9Y6A5 | AlphaScreen His-ARNT PAS-B/GST-TACC3 binding, luminescence; TACC3 fragment carries E629A point mutation | inhibition, % at 9.99 µM | hit rate 0.66% among 390,000 | AID 623870, 2012;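 active means mean inhibition of replicates at least 50% and at least half of replicates each reaching 50%; inconclusive means half or more replicates reach 50% but mean below 50%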;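 further: 0% = complete ARNT plus TACC3 wells and 100% = ARNT alone without TACC3; many hits fall short of the cut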
C2C12 statin = suppressors of statin myotoxicity in C2C12 myotubes, primary screen, cell-based, single point, plate reader | rescue of ATP level, % at 7.49 µM | C2C12 myotubes + simvastatin, ATP luminescence, 48 h; scaled: DMSO 0, geranylgeraniol control 100 | hit rate 0.78% among 330,000 | AID 602340, 2012;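 active means mean ATP rescue above about 67%, or every replicate alone reaching that limit, limit read from the data, passing the limit was not always enough; inconclusive means no clear call, values can overlap the other calls; inactive means mean under the limit and some replicate under it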;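 further: myotubes were challenged with 10 µM simvastatin during compound exposure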
miR-122 sensor = miR-122 Renilla sensor signal increase in Huh7, primary screen, miR-122 inhibitor project, cell-based, single point, plate reader; activation (reporter increase), % at 12.5 µM; hit rate 0.3% among 340,000; Huh7 miR-122 Renilla luciferase sensor, 48 h; neutral wells = 0, positive control = 100; AID 602342, 2012;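 active means mean replicate activation score at least 90 and every replicate individually at or above 90; inconclusive means only one of the two criteria met; inactive means neither criterion met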;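 further: higher luciferase means less miR-122 activity so hits act as miR-122 inhibitors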
SIRT5 inh = SIRT5 desuccinylase inhibitors, primary screen, biochemical, fluorescence imaging, single point, set 5; Purified SirT5, succinyl-peptide AMC, trypsin-coupled fluorescence; NAD-dependent protein deacylase sirtuin-5, mitochondrial (Homo sapiens), Q9NXA8; hit rate 1.1% among 330,000; inhibition, % at 15 µM; AID 652115, 2013; in the data active means inhibition above about 15%; inconclusive means no clear call, values can overlap the other calls
Target sequence (Q9NXA8 whole entry, looked up): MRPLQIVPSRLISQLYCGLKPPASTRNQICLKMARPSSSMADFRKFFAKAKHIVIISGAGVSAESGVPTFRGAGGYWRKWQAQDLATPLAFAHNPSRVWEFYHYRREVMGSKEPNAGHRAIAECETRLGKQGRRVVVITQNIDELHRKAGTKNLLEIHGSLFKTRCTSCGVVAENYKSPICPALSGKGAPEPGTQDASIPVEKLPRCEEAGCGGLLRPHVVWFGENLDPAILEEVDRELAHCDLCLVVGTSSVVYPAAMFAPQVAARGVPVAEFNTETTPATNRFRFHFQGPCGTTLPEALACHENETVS
esBAF inh = Bmi1 luciferase reporter increase in mESCs, primary screen, esBAF inhibitor project, mouse ES cells, Bmi1 luciferase knock-in, single point | 24 h; 100% = twice the neutral-well signal | reporter increase, % at 12.5 µM | hit rate 2% among 350,000; in the data active means activation above about 40%; inconclusive means no clear call, values can overlap the other calls;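 further: 0% = median of the plate's neutral control wells and 100% = double that signal; a rise in the Bmi1 reporter signal indicates esBAF inhibition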
* marks the source's active call; other numbers are inactive results; ? = inconclusive; . = not tested or not shown; [ ] = remark or other dose. No enrichment for hits. Share with any hit: about 4%.

1: C[C@H]1CN([C@@H](C)CO)S(=O)(=O)c2ccc(Br)cc2O[C@H]1CN(C)Cc1ccccn1
2: CN(C)C(=O)C[C@@H]1C=C[C@@H](NC(=O)c2ccc(F)cc2)[C@@H](CO)O1
3: COc1ccc(NC(=O)Nc2ccc3c(c2)CC(=O)N([C@@H](C)CO)C[C@@H](C)[C@@H](CN(C)S(C)(=O)=O)O3)cc1
4: O=C(C[C@H]1C=C[C@@H](NC(=O)c2ccccn2)[C@H](CO)O1)NCc1cccc(F)c1
5: C[C@@H]1CN([C@@H](C)CO)S(=O)(=O)c2ccc(-c3ccccc3)cc2O[C@H]1CN(C)Cc1ccccn1
6: Cc1ccc(OCC(=O)N/N=C/c2cn(C)c3ccccc23)cc1

| Compound | 1 | 2 | 3 | 4 | 5 | 6 |
| --- | --- | --- | --- | --- | --- | --- |
| ERp5 block | 1 | 1 | -9 | 1 | -3 | . |
| Cneo AK release | 2 | -2 | -1 | -3 | -3 | -2 |
| ARNT TACC3 PPI | -4 | 1 | 12 | 2 | -3 | -8 |
| C2C12 statin | . | 6 | -11 | 2 | -133 | -19 |
| miR-122 sensor | 11[16.7 µM] | . | -1[16.7 µM] | . | -3[16.7 µM] | -1 |
| SIRT5 inh | -2 | 4 | -1 | -2 | 6 | -2 |
| esBAF inh | 3 | -1 | 4 | 5 | -2 | 1 |

7: CC1CCN(c2ccc3c(c2)S(=O)(=O)c2cccc(C(=O)NCc4ccc(F)cc4)c2C3=O)CC1
8: CO[C@@H]1CN(C)C(=O)c2cc(NC(=O)NC(C)C)ccc2OC[C@H](C)N(C(=O)C2CCC2)C[C@H]1C
9: Cn1c(CNC(=O)c2ccccc2F)nnc1SCc1ccc(Cl)cc1
10: Cc1ccc2c(c1)N(C(=O)CCC(=O)NCC(C)c1ccccc1)CC(C)O2 (stereo unspecified)
11: Cc1cccc[n+]1C1C(c2ccc([N+](=O)[O-])cc2)C(C#N)=C(C(=C=[N-])C#N)NC1(O)C1CC1 (stereo unspecified)
12: COCCNC(=O)C[C@@H]1CC[C@H]2[C@@H](COC[C@H](O)CN2Cc2cccc(-c3ccncc3)c2)O1

| Compound | 7 | 8 | 9 | 10 | 11 | 12 |
| --- | --- | --- | --- | --- | --- | --- |
| ERp5 block | -2 | 1 | -3 | 3 | -3 | 0 |
| Cneo AK release | 0 | 44 | . | 2 | . | 109* |
| ARNT TACC3 PPI | -4 | -1 | -7 | -1 | -4 | -4 |
| C2C12 statin | -9 | -5 | . | 0 | . | 14 |
| miR-122 sensor | . | . | . | 1 | . | -2[16.7 µM] |
| SIRT5 inh | . | 0 | -2 | 0 | 0 | 10 |
| esBAF inh | 70* | -9 | . | 1 | . | -1 |

A different layout for some results above.
Below each SMILES – ERp5 block, Cneo AK release, ARNT TACC3 PPI, C2C12 statin, miR-122 sensor, SIRT5 inh, esBAF inh
(9) Cn1c(CNC(=O)c2ccccc2F)nnc1SCc1ccc(Cl)cc1
  -3, ., -7, ., ., -2, .
(11) Cc1cccc[n+]1C1C(c2ccc([N+](=O)[O-])cc2)C(C#N)=C(C(=C=[N-])C#N)NC1(O)C1CC1 (stereo unspecified)
  -3, ., -4, ., ., 0, .

Other results
13: CC[C@]12c3[nH]c4ccc(Cl)cc4c3CCN1C(=O)[C@@H](CC(=O)NC/C=C(\C)CCC=C(C)C)C[C@@H]2C(=O)N1CCN(C(=O)c2ccco2)CC1
14: COc1cccc(NC(=O)CCC2CCN(C(=O)c3cccc(NC(C)=O)c3)CC2)c1
15: Cc1ccc(C(C)C)c(OCC(=O)Nc2ccc(N3CCOCC3)cc2N2CCOCC2)c1
16: CCOC(=O)C(NC(=O)c1ccccc1)=C(C)C
17: Cc1ccc(SCc2nc3ccccc3[nH]2)cc1
18: C[C@H](CO)N1C[C@H](C)[C@@H](CN(C)Cc2ccccc2)Oc2ncc(-c3cccc(F)c3)cc2C1=O

| Compound | 13 | 14 | 15 | 16 | 17 | 18 |
| --- | --- | --- | --- | --- | --- | --- |
| ERp5 block | 6 | 2 | 7 | 3 | . | -1 |
| Cneo AK release | 0 | 1 | . | -3 | -15 | 2 |
| ARNT TACC3 PPI | -2 | -4 | 11 | 2 | 5 | -2 |
| C2C12 statin | 1 | 0 | . | 0 | 9 | 15 |
| miR-122 sensor | -15 | -8 | . | 3 | -4 | -4[16.7 µM] |
| SIRT5 inh | 2 | 1 | 0 | 1 | . | 1 |
| esBAF inh | 8 | -5 | . | -7 | ? | -3 |

19: CCc1ccccc1N(CC(=O)NC1CCCCC1)C(=O)CCCC(=O)Nc1ccccn1
20: COc1ccccc1CNC(=O)COc1ccc2c(c1)CCC2
21: Cc1ccc(-n2c(SCC(=O)N3Cc4ccccc4CC3C(=O)O)nnc2-c2cccnc2)c(C)c1 (stereo unspecified)
22: O=C(C[C@H]1CC[C@H]2[C@@H](COC[C@@H](O)CN2Cc2ccccc2F)O1)NC1CCC1
23: Cc1nnc(NCc2cccc(Cl)c2)c2ccccc12
24: COn1c(SCc2cccnc2)nc2ccccc2c1=O

| Compound | 19 | 20 | 21 | 22 | 23 | 24 |
| --- | --- | --- | --- | --- | --- | --- |
| ERp5 block | 4 | -3 | -7 | -2 | -2 | . |
| Cneo AK release | 1 | . | . | -2 | -1 | 5 |
| ARNT TACC3 PPI | -1 | -5 | 6 | -3 | -1 | 3 |
| C2C12 statin | -2 | . | . | 3 | 8 | 37 |
| miR-122 sensor | 26 | . | . | 4[16.7 µM] | -1 | -4 |
| SIRT5 inh | -3 | 2 | -1 | 3 | 2 | . |
| esBAF inh | 9 | . | . | 5 | -1 | 4 |

Part of the list above, tab-delimited:
#	SMILES	ERp5 block	Cneo AK release	ARNT TACC3 PPI	C2C12 statin	miR-122 sensor	SIRT5 inh	esBAF inh
11	Cc1cccc[n+]1C1C(c2ccc([N+](=O)[O-])cc2)C(C#N)=C(C(=C=[N-])C#N)NC1(O)C1CC1 (stereo unspecified)	-3	.	-4	.	.	0	.
12	COCCNC(=O)C[C@@H]1CC[C@H]2[C@@H](COC[C@H](O)CN2Cc2cccc(-c3ccncc3)c2)O1	0	109*	-4	14	-2[16.7 µM]	10	-1
13	CC[C@]12c3[nH]c4ccc(Cl)cc4c3CCN1C(=O)[C@@H](CC(=O)NC/C=C(\C)CCC=C(C)C)C[C@@H]2C(=O)N1CCN(C(=O)c2ccco2)CC1	6	0	-2	1	-15	2	8
14	COc1cccc(NC(=O)CCC2CCN(C(=O)c3cccc(NC(C)=O)c3)CC2)c1	2	1	-4	0	-8	1	-5
15	Cc1ccc(C(C)C)c(OCC(=O)Nc2ccc(N3CCOCC3)cc2N2CCOCC2)c1	7	.	11	.	.	0	.
16	CCOC(=O)C(NC(=O)c1ccccc1)=C(C)C	3	-3	2	0	3	1	-7
17	Cc1ccc(SCc2nc3ccccc3[nH]2)cc1	.	-15	5	9	-4	.	?
18	C[C@H](CO)N1C[C@H](C)[C@@H](CN(C)Cc2ccccc2)Oc2ncc(-c3cccc(F)c3)cc2C1=O	-1	2	-2	15	-4[16.7 µM]	1	-3
19	CCc1ccccc1N(CC(=O)NC1CCCCC1)C(=O)CCCC(=O)Nc1ccccn1	4	1	-1	-2	26	-3	9
20	COc1ccccc1CNC(=O)COc1ccc2c(c1)CCC2	-3	.	-5	.	.	2	.
21	Cc1ccc(-n2c(SCC(=O)N3Cc4ccccc4CC3C(=O)O)nnc2-c2cccnc2)c(C)c1 (stereo unspecified)	-7	.	6	.	.	-1	.
22	O=C(C[C@H]1CC[C@H]2[C@@H](COC[C@@H](O)CN2Cc2ccccc2F)O1)NC1CCC1	-2	-2	-3	3	4[16.7 µM]	3	5
23	Cc1nnc(NCc2cccc(Cl)c2)c2ccccc12	-2	-1	-1	8	-1	2	-1
24	COn1c(SCc2cccnc2)nc2ccccc2c1=O	.	5	3	37	-4	.	4

Additional compounds follow:
25: O=C(C1=C[C@H](c2ccc(C(F)(F)F)cc2)C[C@H](OCc2ccc(CO)cc2)O1)N1CCN(Cc2ccc3c(c2)OCO3)CC1
26: COc1cc2c(cc1OC)C(Cc1ccc(O)cc1)NCC2 (stereo unspecified)
27: CCN(CC)C(=O)c1[nH]cnc1C(=O)NCCCCCNC(=O)OC(C)(C)C
28: CCC(C)c1ccc(NC(=O)NCc2cccnc2)cc1 (stereo unspecified)
29: CC1(C)Cc2c(sc3nc(-c4ccccc4Cl)n(N)c(=O)c23)CO1
30: COc1ccc(S(=O)(=O)N(C)C[C@H]2Oc3ccc(NC(=O)C4CCCCC4)cc3C(=O)N([C@H](C)CO)C[C@H]2C)cc1
31: O=C(NC(=S)Nc1nc(-c2ccc([N+](=O)[O-])cc2)cs1)c1ccco1
32: CCCC#Cc1ccc([C@@H]2[C@@H](CO)N3CCCCN(S(=O)(=O)c4ccccc4C)C[C@@H]23)cc1

| Compound | 25 | 26 | 27 | 28 | 29 | 30 | 31 | 32 |
| --- | --- | --- | --- | --- | --- | --- | --- | --- |
| ERp5 block | 2 | -4 | 7 | 5 | 9 | 4 | 2 | -5 |
| Cneo AK release | 1 | 0 | 7 | 6 | 6 | 41 | -1 | 40 |
| ARNT TACC3 PPI | -4 | 2 | -2 | -17 | -4 | -5 | 1 | -5 |
| C2C12 statin | 12 | -6 | -8 | -28 | 2 | -29 | 8 | . |
| miR-122 sensor | -9 | -1 | . | 11 | . | 62[16.7 µM] | -7 | -10[16.7 µM] |
| SIRT5 inh | -4 | 0 | -1 | 2 | 0 | 5 | -4 | 1 |
| esBAF inh | 0 | -2 | 5 | 2 | 1 | -2 | 54* | . |
